Vc quorum ag = inducers of Vibrio cholerae quorum light production without autoinducers; V. cholerae BH1578 lux reporter, luminescence, 6 h; activation, % at 18.7 µM; 0.16% of 350,000 active; AID 588436; in the data active = activation mostly above about 9.7%, no sharp cut-off; inconclusive = no clear call, values can overlap the other calls; inactive = mostly below about 3.7%; note: not every result past the cut was called active; inactives centre near 0; reference of the scale not given here
Anthrax LF prot = anthrax lethal factor protease inhibition. P15917. multiplex microsphere protease cleavage assay, LF. inhibition, % at 10 µM. 0.12% of 360,000 active. AID 588501; in the data active = inhibition above about 30%; inconclusive = no clear call, values can overlap the other calls; note: plate controls were buffer without enzyme for full effect and enzyme alone for no effect
PfHsp40 yeast = rescue of PfHsp40-mediated yeast toxicity; 0.68% of 340,000 active; growth rescue, % at 12.5 µM; S. cerevisiae expressing PfHsp40, growth rescue, ATP luminescence; in the data active = growth rescue above about 28%, passing the limit was not always enough; inconclusive = no clear call, values can overlap the other calls;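 note: yeast W303a lacking pdr1 and pdr3 grown in galactose medium; growth measured after three days at 30 °C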
MazF activator = increases E. coli MazEF RNase cleavage of RNA; FAM/BHQ RNA-DNA oligo cleavage fluorescence, 5 h; activation, % at 20 µM; 0.32% of 350,000 active; P0AE70; AID 504720; in the data active = activation above about 50%
PriA SSB inh = K. pneumoniae PriA-SSBct interaction inhibition; AlphaScreen SSBct-PriA binding, biotinylated peptide; inhibition, % at 33 µM; 0.6% of 430,000 active; in the data active = inhibition mostly above about 37%, no sharp cut-off; inactive = mostly below about 20%;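 note: plate controls were negative control peptide for no effect and reference peptide for full effect; strong numbers were not always called active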
TcdB GH inh = TcdB glycohydrolase inhibition | P18177 | TcdB glycohydrolase enzymatic assay, plate reader | inhibition, % at 9.99 µM | 0.24% of 350,000 active; in the data active = inhibition above about 10%
DUSP3 inh = blocks human VHR1 dual specificity phosphatase; AID 1654; inhibition, % at 13.3 µM; 0.52% of 290,000 active; recombinant VHR phosphatase, pNPP absorbance; in the data active = inhibition above about 50%; note: some compounds called inactive have numbers as strong as hits
Yp Topo-I inh = blocks Yersinia pestis topoisomerase I activity | 0.064% of 360,000 active | Y. pestis Topo-I cleavage product accumulation, plate reader | activity, % at 10 µM | AID 504884; in the data active = activity above about 50%, passing the limit was not always enough; inconclusive = no clear call, values can overlap the other calls; note: inactives centre near 2
Rv3671c inh = inhibits the M. tuberculosis serine protease Rv3671c. inhibition, % at 5.96 µM. 0.048% of 320,000 active. AID 2606; in the data active = inhibition above about 38%;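 note: extracellular domain of Rv3671c used as enzyme; 0% = enzyme with DMSO and 100% = no enzyme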
SARS 3CLpro inh = SARS-CoV 3CLpro protease inhibition; recombinant SARS-CoV 3CLpro, quenched FRET peptide cleavage; P0C6X7; 0.14% of 290,000 active; inhibition, % at 6 µM; in the data active = inhibition above about 12%
Starred values were filed as active, the others as inactive; i = inactive; ? = inconclusive; . = no result given.

SMILES	Vc quorum ag	Anthrax LF prot	PfHsp40 yeast	MazF activator	PriA SSB inh	TcdB GH inh	DUSP3 inh	Yp Topo-I inh	Rv3671c inh	SARS 3CLpro inh
CCCCNC(=O)CNC(=O)c1cccs1	-0.4	-3	1.2	-7	1	.	17	-9	6	-3
COC(=O)c1ccc(Sc2ccccc2NS(=O)(=O)c2ccc(C)cc2)nc1	i	0	-1.4	-6	-14	.	6	13	3	-3
O=C(CSc1nc(=O)n(CCCN2CCOCC2)c2c1CCCC2)Nc1cccc([N+](=O)[O-])c1	-0.8	-8	0.1	-2	-20	1.3	.	25	-2	.
CC(=O)Nc1ccc(SC[C@H](Cc2ccccc2)N2CC[C@@H](C(C)(C)C)CCC2=O)cc1	i	-7	?	9	6	-1.5	.	14	-10	.
CC1CC(C)CN(S(=O)(=O)c2ccc3c(c2)CC(C)N3C(=O)C2CC2)C1 (centres undefined)	0.0	0	1.9	-1	-16	1.1	2	?	4	7
Cc1ccc2[nH]c(=O)c(CN(Cc3cccs3)S(=O)(=O)c3ccc4c(c3)OCCO4)cc2c1	-0.4	0	0.5	-1	-21	-0.3	7	18	3	0
O=S(=O)(NCCSCc1ccc(Cl)cc1Cl)c1ccc2c(c1)OCCO2	i	1	?	-11	-12	.	28	11	-13	0
CCC(Oc1ccccc1)C(=O)Nc1nnc(S(=O)(=O)Nc2ccccc2)s1 (centres undefined)	-0.2	-2	0.1	4	-10	-0.3	6	8	-1	7
CC1(C(=O)Nc2cccc(C#N)c2)CCN1C(=O)C/C=C/c1ccccc1 (centres undefined)	i	-9	.	.	.	0.7	.	7	.	.
CCCOc1ccc(C(=O)NNC(=S)NC(=O)c2ccccc2[N+](=O)[O-])cc1	-0.5	19	16	-3	-10	-0.3	26	4	2	3
CCCCC[C@@H]1C=C(C(=O)O)[C@H](c2ccc(C#N)cc2)N1S(=O)(=O)c1ccc(C)cc1	-1.3	-5	0.2	-3	15	0.9	.	18	-3	.
Cc1ccc(NC(=O)N2CCCC2C(=O)Nc2ccc(-n3cnnn3)c(C)c2)cc1 (centres undefined)	i	-5	1.0	-7	-6	.	13	-8	-2	3
Cn1c2ccccc2c2c(C(=O)N3CCN(c4ccccc4)CC3)cn(C3CCCC3)c(=O)c21	.	-7	-0.6	-1	18	.	-4	17	-7	4
CCOC(=O)CCNC(=O)N1CCCC(C(=O)c2cccc(Cl)c2)C1 (centres undefined)	i	-2	-1.6	16	2	1.9	22	-1	-15	1
CCOc1ccccc1CNC(=O)C1CCN(c2nc3ccccc3o2)CC1	i	2	-0.1	-17	-4	.	8	-1	0	-4
Cc1ccc(S(=O)(=O)NCCSC(C)(C)C)cc1	-0.4	?	0.2	-6	-14	.	4	5	-6	1
CCO/C=C/C(O)(CNC(=O)COc1ccccc1F)C(F)(F)F (centres undefined)	i	-3	-0.7	3	-3	.	22	1	-1	0
CC(=O)c1ccc(N2CCN(CC(=O)N(C3CC3)C3CCS(=O)(=O)C3)CC2)c(F)c1 (centres undefined)	0.0	-3	-1.0	10	-8	1.9	.	2	0	.
CCC(=O)c1ccc(OCC(=O)OCC(=O)NCCCc2ccccc2)cc1	1.2	.	-0.7	3	-3	-4.6	.	12	-1	.
CN1C(=O)c2ccccc2Sc2ccc(C(=O)O)cc21	i	-6	-0.7	2	-4	-1.2	-16	-6	3	2
O=C(c1n[nH]c(=O)c2ccccc12)N1CCN(c2ccccc2)CC1	0.5	4	-0.5	1	-2	.	43	10	11	1
Cc1ccc(N(C(=O)C(F)(F)F)C(C(=O)NC2CCCCC2)c2cccs2)cc1 (centres undefined)	i	0	-1.1	-3	-11	.	10	8	-7	6
Cn1c(CCN2CCCC2)nc2cc(NS(=O)(=O)c3ccccc3)ccc21	i	0	-0.6	18	9	1.8	20	10	-4	0
O=C(O)/C=C/C(=O)N1CCc2ccccc21	-1.6	-2	1.0	-1	2	0.0	22	10	-1	0
CCCCCN1CC(O)=C(c2ccccc2)C1=N	-1.5	-6	1.8	5	-7	.	8	-5	0	2

Profiles, looked up by structure. Order of values: Vc quorum ag | Anthrax LF prot | PfHsp40 yeast | MazF activator | PriA SSB inh | TcdB GH inh | DUSP3 inh | Yp Topo-I inh | Rv3671c inh | SARS 3CLpro inh
`Cc1ccc(S(=O)(=O)NCCSC(C)(C)C)cc1` is listed as -0.4 | ? | 0.2 | -6 | -14 | . | 4 | 5 | -6 | 1
`Cc1ccc(N(C(=O)C(F)(F)F)C(C(=O)NC2CCCCC2)c2cccs2)cc1` (centres undefined) is listed as i | 0 | -1.1 | -3 | -11 | . | 10 | 8 | -7 | 6

The listing picks up, repeating the 4 entries before the break.
SMILES	Vc quorum ag	Anthrax LF prot	PfHsp40 yeast	MazF activator	PriA SSB inh	TcdB GH inh	DUSP3 inh	Yp Topo-I inh	Rv3671c inh	SARS 3CLpro inh
Cc1ccc(N(C(=O)C(F)(F)F)C(C(=O)NC2CCCCC2)c2cccs2)cc1 (centres undefined)	i	0	-1.1	-3	-11	.	10	8	-7	6
Cn1c(CCN2CCCC2)nc2cc(NS(=O)(=O)c3ccccc3)ccc21	i	0	-0.6	18	9	1.8	20	10	-4	0
O=C(O)/C=C/C(=O)N1CCc2ccccc21	-1.6	-2	1.0	-1	2	0.0	22	10	-1	0
CCCCCN1CC(O)=C(c2ccccc2)C1=N	-1.5	-6	1.8	5	-7	.	8	-5	0	2
CC(C)n1cc(NC(=O)c2cc(-c3ccccc3)on2)cn1	-0.3	-1	3.2	0	1	.	27	-2	-4	6
O=C(NCc1cccnc1)c1cc(C2CCCCN2C(=O)c2ccc(Cl)cc2)on1 (centres undefined)	i	-5	.	.	.	-5.3	.	14	.	.
O=C(Nc1ccccc1Oc1ccccc1)[C@@H]1O[C@H](CO)[C@H](O)[C@H](O)[C@H]1O	-0.3	4	.	.	.	-4.5	.	2	.	.
O=C(O)c1ccc(N/N=C/c2ccc(OC(=O)c3ccccc3Cl)cc2)cc1	i	0	-1.0	-3	.	.	3	2	16	3
O=[N+]([O-])c1ccccc1S(=O)(=O)Nc1nc2ccccc2s1	-0.8	1	-1.2	0	-3	1.6	37	3	-4	1
COCC(C)NC(=O)C1c2ccccc2Oc2ccccc21 (centres undefined)	i	-5	1.3	11	-18	1.6	1	0	-1	1
O=C(CNC(=O)OCc1ccccc1)NCC(=O)Oc1ccc([N+](=O)[O-])cc1	.	-6	1.2	-7	-14	0.4	.	-2	.	.
Cc1nc(NN)c2c3c(sc2n1)COC(C)(C)C3	-18	-16	0.0	1	-20	1.9	.	0	4	-3
O=C(c1ccc(SCc2cccc(Br)c2)c([N+](=O)[O-])c1)N1CCN(c2ccccn2)CC1	-0.3	3	0.4	5	-10	1.3	23	25	0	-1
O=C(Nc1ccc2[nH]ncc2c1)c1cccc(F)c1	i	7	-0.3	10	-13	0.2	8	-15	1	-3
COc1ccc(C2/C(=C(/O)c3ccccc3)C(=O)C(=O)N2CCCN2CCOCC2)cc1 (centres undefined)	-0.4	-12	1.6	7	.	-0.7	10	5	4	1
O=C(CSCc1ccco1)c1cccs1	i	-4	0.0	4	6	.	-1	7	-4	0
CC1CN(C(=O)COC(=O)Cc2c(F)cccc2Cl)CC(C)O1 (centres undefined)	-2.0	-3	-0.8	8	5	0.6	.	2	3	.
Cc1ccc(S(=O)(=O)N2CCC(C(=O)N3CCN(c4ccccn4)CC3)CC2)cc1C	-1.4	-4	.	5	.	-0.1	.	18	.	.
CN1CCN(CCCC(=O)c2ccc(F)cc2)CC1	-0.3	12	0.6	12	-17	.	2	-11	3	6
CCOC(=O)C(Cc1ccccc1)NC(C)=O (centres undefined)	-0.4	2	-2.6	8	-9	.	-2	-3	-12	-1
COc1cccc(Nc2ncc(C(=O)O)c3ccccc23)c1	0.5	2	1.2	6	-5	.	-2	-7	-11	-8
C/C(=N\NC(=O)c1nn(C)cc1Br)c1ccc(NC(=O)c2ccncc2)cc1	-1.6	1	-0.4	14	.	1.5	6	8	3	1
O=C(NCc1ccccc1)N[C@@H](Cc1c[nH]c2ccccc12)C(=O)O	-0.3	-1	-0.5	6	-1	.	-24	4	-19	7
O=C(CCc1ccccc1)NCc1ccccc1	-0.3	-1	-0.5	1	-10	1.6	14	3	0	4
O=C(/C=C/c1ccc2c(c1)OCO2)Nc1nc2ccccc2s1	i	-3	-0.6	9	7	.	21	-8	-5	4
COc1ccccc1NC(=O)c1ccc(NC(=O)COC(=O)C2(C)CC2(Cl)Cl)cc1 (centres undefined)	i	-2	7.2	3	-1	.	-7	17	-18	5
CNC(=O)C[C@H]1C(=O)N(c2ccc(OC)cc2)C[C@@H]1CSC	-0.4	-1	.	8	.	-0.7	.	-12	.	.
C/C(=N\NC(=O)C1(C)CC1(Br)Br)c1ccc(NC(=O)C2CCC2)cc1 (centres undefined)	-0.2	-1	-0.8	3	.	-0.5	4	0	-11	1
CCOC(=O)[C@H]1[C@H]2COc3ccc(OC)cc3[C@@H]2N2C(=O)CN(Cc3ccccc3)C(=O)[C@@]12C	i	-2	0.1	1	-6	1.9	.	9	-1	.

More structures
SMILES	Vc quorum ag	Anthrax LF prot	PfHsp40 yeast	MazF activator	PriA SSB inh	TcdB GH inh	DUSP3 inh	Yp Topo-I inh	Rv3671c inh	SARS 3CLpro inh
Cc1ccc(NC(=O)CSCC(=O)Nc2ccc(S(=O)(=O)N3CCCC3)cc2)cc1	-0.3	-2	-0.7	5	13	1.3	.	28	2	.
Cc1cccc(N(C)C(=O)c2cc(S(=O)(=O)N3CCCCC3)c[nH]2)c1	-0.2	-3	0.1	0	-8	-0.1	10	7	-3	-2
CCCCOc1nc(N2CCOCC2)nc(C)c1[N+](=O)[O-]	i	-7	-0.9	2	-17	2.1	-5	-3	-4	-2
COc1ccccc1NC(=O)CCS(=O)(=O)c1cc2c(cc1Cl)NC(=O)CO2	i	-1	0.0	3	5	0.7	-12	-2	-6	-6
COc1ccccc1CN1CCN(C(=O)COc2cccc(C)c2)CC1	0.1	-1	-0.5	-21	-18	.	22	5	10	2
CCOCCn1c(CN(Cc2ccccc2)Cc2ccccc2)nc2c1c(=O)[nH]c(=O)n2C	-4.2	-2	-0.5	-2	-8	2.6	21	4	-4	7
CC1=C(C(N)=O)C(c2ccc(Cl)c(Cl)c2)n2ncnc2N1 (centres undefined)	0.9	-4	-0.2	-1	1	0.9	6	0	8	1
O=C1C2C3C=CC(C3)C2C(=O)N1c1ccc2c(c1)OCO2 (centres undefined)	-4.5	-3	-0.1	0	-12	.	12	1	-8	-2
C[C@@H](C(=O)Nc1ccc2ccccc2c1)[C@H]1C[C@]1(C)[C@H](NS(=O)(=O)c1ccc(-c2ccccc2)cc1)c1ccccc1	.	.	.	-5	-15	1.4	-3	.	-60	-1
CCN1C(=O)N[C@@H](c2ccccc2)[C@@H](C(=O)OC)[C@H]1C	i	-5	33*	1	0	0.6	.	7	-2	.
Clc1ccc(OCc2cn3ccccc3n2)c2ncccc12	-0.5	11	1.3	0	-5	1.7	10	3	2	-1
C=CCSc1nnc(C)c(/C=C/Nc2ccc(Cl)cc2)n1	-0.5	6	-0.5	20	-15	1.7	10	0	-6	4
CCn1c(SCC(=O)Nc2cc(C(C)(C)C)nn2-c2ccccc2)nnc1-c1cccs1	-0.5	-2	1.1	-10	-8	0.0	13	1	-6	3
Cc1nc2ccccc2n1CC(O)Cn1c(C(F)(F)F)nc2ccccc21 (centres undefined)	0.5	1	-0.2	9	-9	.	4	-6	-4	-7
COc1ccc(Cc2nc3ccc(C(=O)N(C)C(C)c4nccs4)cc3o2)cc1 (centres undefined)	-0.3	1	-1.0	-2	5	0.5	-1	17	-2	3
CCOc1ccc(C(=O)OCCN(C)C)cc1	-0.4	-1	1.0	1	4	.	-11	-11	-1	-1
Cc1cccc(NC(=S)N(Cc2ccc(Br)cc2)Cc2ccc(C(=O)O)cc2)c1	-0.3	-4	1.1	-5	-10	1.7	-2	7	1	-2
Cc1ccccc1/C=N/NC(=O)c1cccnc1	i	.	-2.3	-11	.	-0.1	13	-4	-1	-2
CCCC(CCC(=O)Nc1ccc(C(=O)OC)cc1)C(=O)O (centres undefined)	-0.5	4	-1.3	0	-9	.	13	-5	3	-1
CCNc1nc(NC(C)C)nc(Oc2ccc(/C=N/O)cc2)n1	-2.3	-1	1.0	2	.	.	6	10	-1	3

These rows are one share of the data; count on the stated rates, not on these rows.
